CHO-K1 Ca antag – counter-screen for M1 antagonists: effect in parental CHO-K1 cells | ATP-induced calcium, Fluo-8 fluorescence | inhibition, % at 3 µM | 360,000 tested, 0.6% active;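 active = inhibition above a per-plate cutoff, the plate's mean sample inhibition plus 3 SD, cut at about 24% in these data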;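 note: 0% = DMSO plus EC80 ATP and 100% = DMSO alone without ATP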
V1aR counter – counter-screen for oxytocin receptor agonists: human V1a receptor agonists; P37288; CHO-V1R cells, Fluo-8 calcium fluorescence, agonist mode; 0% DMSO, 100% 3 nM vasopressin; activation, % at 3 µM; 320,000 tested, 0.25% active;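 active = activation above the mean activation of all tested compounds plus 3 SD, per screening run, cut at about 20% in these data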;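 note: signal is peak over basal fluorescence ratio across a 100 second FLIPR read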
Target sequence (P37288 whole entry, looked up): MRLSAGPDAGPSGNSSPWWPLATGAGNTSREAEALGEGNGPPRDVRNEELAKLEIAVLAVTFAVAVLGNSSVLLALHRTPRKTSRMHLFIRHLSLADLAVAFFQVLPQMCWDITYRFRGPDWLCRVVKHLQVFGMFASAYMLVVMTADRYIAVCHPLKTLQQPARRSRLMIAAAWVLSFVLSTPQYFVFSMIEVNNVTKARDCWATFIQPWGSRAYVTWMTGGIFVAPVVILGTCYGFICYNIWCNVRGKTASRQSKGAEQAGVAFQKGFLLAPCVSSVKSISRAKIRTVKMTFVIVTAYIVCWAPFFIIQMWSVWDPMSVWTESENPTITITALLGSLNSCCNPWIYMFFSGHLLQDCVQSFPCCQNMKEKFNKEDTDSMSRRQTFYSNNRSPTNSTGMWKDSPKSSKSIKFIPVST
OXTR ag – activates the human oxytocin receptor. CHO-OTR cells, Fluo-8 calcium fluorescence; normalized: DMSO 0%, oxytocin 100%. activation, % at 3 µM. 320,000 tested, 0.32% active;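 active = activation above the mean of all tested compounds plus 3 SD, cutoff set per screening run, cut at about 20% in these data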;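 note: peak over basal fluorescence ratio from a 100 s FLIPR kinetic read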
Target sequence (P30559 whole entry, looked up): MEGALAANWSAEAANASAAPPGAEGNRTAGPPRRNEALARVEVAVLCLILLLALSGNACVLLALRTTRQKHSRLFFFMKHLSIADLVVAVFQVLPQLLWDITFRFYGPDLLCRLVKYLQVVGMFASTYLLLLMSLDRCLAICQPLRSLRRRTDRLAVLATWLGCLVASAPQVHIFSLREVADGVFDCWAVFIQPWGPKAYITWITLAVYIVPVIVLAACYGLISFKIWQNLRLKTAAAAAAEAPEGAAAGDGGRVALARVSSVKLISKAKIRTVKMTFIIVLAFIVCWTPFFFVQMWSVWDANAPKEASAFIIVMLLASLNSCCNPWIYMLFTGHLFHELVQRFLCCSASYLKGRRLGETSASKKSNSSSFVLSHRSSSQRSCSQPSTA
M1 PAM parental – M1 PAM counterscreen hit in parental CHO-K1 cells; ATP EC20, Fluo-8 calcium fluorescence; 0% at ATP EC20, 100% at ATP max; activation, % at 3 µM; 360,000 tested, 0.02% active; AID 602247;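 active = activation above the run cutoff, the mean activation of all test compounds plus 3 SD, cut at about 40% in these data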;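 note: peak over basal fluorescence ratio in a 140 s read after ATP addition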
TAAR1 antag – human TAAR1 antagonism | inhibition, % at 3 µM | 360,000 tested, 1.5% active | CHO RD-HGA16 TAAR1, Fluo-8 calcium fluorescence, antagonist | Q96RJ0;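 active = inhibition above a per-plate cutoff, the mean inhibition of test compounds on that plate plus 3 SD, cut at about 49% in these data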;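 note: 0% = DMSO plus EC80 beta-PEA response and 100% = DMSO alone without agonist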
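Test system: RD-HGA16 CHO cells with stable hTAAR1 and Gα16 / Probe or stimulus: EC80 β-phenethylamine stimulus / Times: seeding 17-24 h prior, 75-min 37 °C, 30-min RT dye loading / Detection: Fluo-8 calcium-sensitive fluorescence / Read-out basis: % inhibition scaled between DMSO and EC80 PEA controls / Repeats: singlicate, one well per test compound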
OXTR potentiate – potentiates the human oxytocin receptor response; P30559; CHO-OTR cells, Fluo-8 calcium fluorescence, potentiator mode; 0% = oxytocin EC15, 100% = EC100; activation, % at 3 µM; 320,000 tested, 0.061% active; AID 2445;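 active = activation above that plate's cutoff, the mean activation of tested compounds plus 3 SD, cut at about 6.6% in these data, passing the limit was not always enough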;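 note: 100% uses oxytocin at 75 nM as the full agonist control; some results filed as inactive read as strong as hits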
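Replication – single well per compound, singlicate · Assay system – CHO cell line stably expressing human OTR · Timing – 6 min pre-incubation, 100 s read · Measure – normalized max/min fluorescence ratio, % activation · Doses – 3.0 µM, one dose · Detection – Fluo-8 calcium dye fluorescence · Probe or stimulus – oxytocin near EC15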
CHO parental Ca – signal in parental CHO cells, OX1R antagonist counter-screen; inhibition, % at 5.6 µM; parental CHO-K1, ATP-induced calcium, Fluo-8 fluorescence; 330,000 tested, 0.63% active; AID 463079;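 active = inhibition above that plate's mean sample inhibition plus 3 SD, cut at about 26% in these data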;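 note: 0% = ATP-challenged DMSO wells and 100% = DMSO wells without ATP; some compounds past the cut are filed as inactive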
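Measured by: calcium-sensitive Fluo-8 fluorescence / Test system: CHO parental line / Controls: ATP-challenged DMSO wells low, unchallenged DMSO wells high / Measure: % inhibition / Compound: single nominal dose of 5.6 µM per compound / Replicates: single well per compound, no replicates / Reagent: ATP as calcium-mobilizing challenge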
GPR7 antag – human neuropeptides B/W receptor 1 antagonism | P48145 | GPR7-expressing cells, fluorescence antagonist assay | inhibition, % at 4.4 µM | 290,000 tested, 1.1% active; in the data active = inhibition above about 16%, passing the limit was not always enough;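 note: cells stimulated with the agonist NPW; 0% = agonist with vehicle and 100% = vehicle without agonist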
CHO-K1 Ca ag – M1 agonist counterscreen hit in parental CHO-K1 cells; Fluo-8 calcium fluorescence; scaled to maximal ATP response, vehicle zero; activation, % at 3 µM; 360,000 tested, 0.48% active; in the data active = activation above about 15%;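 note: untransfected CHO-K1 host cells lacking M1 receptor as counterscreen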
* = called active by the depositor; . = not tested or not shown.

SMILES	CHO-K1 Ca antag	V1aR counter	OXTR ag	M1 PAM parental	TAAR1 antag	OXTR potentiate	CHO parental Ca	GPR7 antag	CHO-K1 Ca ag
Nc1nc(N)c2c(n1)CN(Cc1ccc(Cl)cc1)C2	-17	.	.	21	-20	.	.	.	0.8
COC(=O)c1ccccc1NN=Nc1ccccc1[N+](=O)[O-]	-22	.	.	23	3	.	.	.	0.7
CCC(C)NC(=O)c1nn(Cc2ccccc2)c(=O)c2ccccc12 (stereo unspecified)	-20	-0.9	-1.5	33	-33	1	-22	-5	-1.1
OC(CNCc1ccc(Cl)cc1)(c1ccccc1)c1ccc(F)cc1 (stereo unspecified)	6	0.3	-0.7	-3	-16	-12	-31	2	3.0
CN1CCN(S(=O)(=O)c2ccc(N(C)Cc3cccs3)nc2)CC1	-8	1.1	1.4	11	-1	-8	-16	-2	0.5
Cc1cccc(N(CC(=O)NC2CCCCC2)C(=O)CCCC(=O)Nc2ccccn2)c1C	-4	0.2	0.6	-10	0	-2	-15	29*	0.5
O=S(=O)(NCc1ccc(Cl)cc1Cl)c1cccs1	-9	0.3	-1.4	4	-1	-1	-11	-18	0.2
Cc1cccc(NC(=O)c2cc(-c3c(C)cc(C)cc3O)n[nH]2)c1	-2	1.3	0.5	-11	-12	-7	-2	-8	-0.3
COc1ccc(CCNC(=O)CCN2C(=O)C3CC=CCC3C2=O)cc1OC (stereo unspecified)	7	1.3	0.8	5	-16	-10	-6	-9	-0.1
COc1cc(-c2cnc3c(NC=O)cc(-c4ccc(N5CCN(C)CC5)cc4)cn23)cc(OC)c1OC	-5	.	.	-3	-27	.	.	.	0.6
CCN(CC(=O)NC(=O)NC1CCCCC1)Cc1nc2ccccc2c(=O)[nH]1	6	0.1	-2.2	-3	-15	-5	-14	7	0.8
OCCCCNCc1ccc(OCc2ccc(Cl)cc2)cc1	8	2.0	6.0	-15	1	-7	-1	25	1.6
CCc1cccc(CC)c1-n1c(SCc2cc(=O)n3ccsc3n2)nnc1-c1cccnc1	-7	1.0	0.1	-12	-1	-9	-8	-18	1.3
O=C(c1cc2c(s1)CCC2)N1CCN(c2ccccc2)CC1	-8	-0.9	-0.3	20	-10	-12	-4	-2	0.5
COc1ccc(NS(=O)(=O)c2cccc(C(=O)N(C)CC(=O)Nc3ccc(C)cc3)c2)cc1	-4	-0.9	-1.3	18	3	-4	-30	.	1.3
N#Cc1ncc(C(F)(F)F)cc1Sc1ccc(N)cc1	2	-1.3	-2.1	-3	11	1	4	4	0.2
Cc1nnc(-c2ccccc2)nc1N1CCOCC1	-8	-0.1	-0.4	12	-1	-5	-11	-2	2.1
O=C(CSc1nnc(-c2ccco2)o1)NC(=O)C1COc2ccccc2O1 (stereo unspecified)	2	0.1	0.5	7	9	-13	-3	-8	0.1
CCOc1ccccc1N1CSC2=C(C#N)C(c3c(OC)ccc4ccccc34)CC(=O)N2C1 (stereo unspecified)	-4	0.0	0.3	22	-22	-1	-11	-8	0.3
CCCc1ccc(S(=O)(=O)NCCc2ccncc2)cc1	-2	5.5	4.8	-3	13	-18	-1	9	2.4
CC(=O)Nc1cccc(NC(=O)CSc2ncc(-c3ccc(Cl)cc3)n2Cc2ccco2)c1	12	11	13	1	85*	-23	61*	37*	7.6
CC(C)(Oc1ccc(Cl)cc1)C(=O)N(Cc1ccccc1)c1ccccn1	-2	-0.9	-2.4	16	24	-7	-26	5	1.6
CC(C)[C@@H]1Cc2[nH]c(=O)[nH]c(=O)c2[C@H](c2ccc(F)cc2)O1	-11	.	.	13	-16	.	.	.	0.1
CN(C)CC(C)(C)CNS(=O)(=O)c1ccc(OC(F)(F)F)cc1	-8	-0.8	-0.3	10	-6	-11	0	3	-0.5
COc1ccc(N(CC(=O)NCc2ccco2)C(=O)CCC(=O)Nc2nccs2)cc1	-19	0.3	-0.1	3	7	-1	-4	-5	0.9
Cc1ccc(C(=O)NCC(=O)OC2CCCCC2=O)cc1C (stereo unspecified)	-8	2.3	-0.3	13	-11	-3	-5	.	0.7
CC(C)C[C@H](NC(=O)c1nc[nH]c1C(=O)N1CCc2ccccc2C1)C(=O)OC(C)(C)C	-14	-1.6	-2.0	9	13	-7	-13	.	-0.8
CSCCNC(=O)c1cccc(Cl)c1	7	0.9	-0.6	-9	-6	-9	0	-4	-0.2
CC1CCCC(C)N1/N=C/c1cccc([N+](=O)[O-])c1 (stereo unspecified)	-21	0.3	-1.2	31	-18	-12	0	-10	0.9
CC(NC1CCN(Cc2ccccc2)CC1)c1ccc(F)cc1 (stereo unspecified)	-5	1.5	0.9	5	-2	-12	-5	4	0.6
C=CCN1C(=O)CN=C1Nc1cc(C)cc(C)c1	0	-1.1	-2.1	12	4	-5	-38	-5	-0.2
CC(C)c1ccc(NC(=O)CSc2nc3ncccc3[nH]2)cc1	-1	4.2	4.2	-10	5	-11	-21	-12	9.1
Cc1ccc(S(=O)(=O)/N=C2\C=C(NS(=O)(=O)c3ccccc3)C(=O)c3ccccc32)cc1	-6	.	.	1	7	.	.	.	-0.1
CC1=C(n2nnc3ccccc32)C(c2ccccc2)C(C#N)=C(N)O1 (stereo unspecified)	-4	1.2	0.1	15	5	2	-17	-19	0.7
Cc1ccc(C)c(NC(=O)Cn2nc(-c3ccccc3)nc2-c2ccccc2)c1	8	0.5	0.7	4	7	-3	-5	-2	-0.1
CCc1ccc(NC(=O)CSc2nncn2-c2cccnc2)cc1	-17	-0.5	-0.5	-8	0	-5	-5	-1	0.7
CCOC(=O)Cn1nnnc1CN1CCN(c2ccc(OC)cc2)CC1	-4	-0.1	-0.3	20	-6	-5	3	-16	9.0
N#C/C(=C\c1ccc[nH]1)C(=O)Nc1ccccc1Cl	19	0.6	1.2	-18	0	5	-12	-4	-0.1
CCC(=O)N1CCc2cc(Br)cc(S(=O)(=O)N3CCCC(C(=O)O)C3)c21 (stereo unspecified)	-15	0.3	0.4	25	-33	-2	-5	9	1.3
O=C(/C=C/c1ccccc1)Nc1ccc(NC(=O)c2cccs2)cc1	3	0.3	0.6	-7	-11	-7	6	-14	1.0
CN(CC(=O)Nc1c(Cl)cccc1Cl)C(=O)c1sccc1-c1ccccc1	-1	5.7	-1.3	12	-24	1	-21	.	1.8
CC(=O)Nc1ccc(S(=O)(=O)Oc2cccc(/C=N/N=C3/NC(=O)C(CC(=O)O)S3)c2)cc1 (stereo unspecified)	17	0.5	-1.0	-7	-2	-5	-1	-2	-0.2
S=C(NCCc1cccc(Cl)c1)NC1CCCCC1	-4	.	.	-14	17	.	.	3	2.5
CCC(C)NC(=O)Nc1ccccc1F (stereo unspecified)	-3	0.1	-0.5	3	0	-7	0	-3	0.0
Cc1ccc(N2CC(C(=O)N3CCc4ccccc4C3)CC2=O)cc1 (stereo unspecified)	-7	-1.0	-1.1	-8	-3	3	-13	-1	0.2
O=C(/C=C/c1ccccc1)NC(NC(=S)Nc1ccc(C(=O)O)cc1)C(Cl)(Cl)Cl (stereo unspecified)	-5	1.2	0.4	6	-3	-11	3	-3	0.7
Cc1ccc(C(=O)COC(=O)CCCC(=O)NC2CCCCC2)cc1[N+](=O)[O-]	-14	4.7	1.7	17	-1	6	-17	1	1.1
O=c1[nH]c2ccccc2cc1CN(Cc1cccnc1)S(=O)(=O)c1ccc(Cl)cc1	11	4.4	-1.4	-9	39	0	-30	15	8.3
COc1ccc(C(CNC(=O)c2ccc(S(=O)(=O)N(C)C)cc2)N2CCCCC2)cc1 (stereo unspecified)	-2	0.3	0.8	-5	-13	-8	-28	-3	0.6
O=C(Cn1c(=O)oc2ccccc21)NCCc1ccccc1Cl	-6	0.6	-1.0	2	0	-5	-10	-11	0.6
Cc1ccc(NC(=O)CN(C)C(=O)COc2ccccc2-c2ccccc2)cc1	10	2.0	0.5	-15	-7	-2	-8	.	-0.1
O=S1(=O)CC(N2CCCC2)CN1Cc1cn(Cc2cccc(Cl)c2)nn1 (stereo unspecified)	-19	.	.	12	-14	.	.	.	0.7
O=C(c1c(Cl)nc2sccn12)N(C(=O)c1c(Cl)nc2sccn12)c1ccc(Cl)cn1	2	0.5	0.9	-4	3	-4	-16	2	-0.2
Cc1ccc2c(C(=O)CN3CCN(c4ccccc4)CC3)c(C)[nH]c2c1	-5	-0.2	1.1	12	-25	-12	-2	-1	0.5
O=C(CNC(=O)c1ccco1)OCc1cccc(Cl)c1	-12	-1.1	-1.0	17	-2	-10	-12	-3	0.2
CC1CCc2c(c3ccccc3[nH]c2=O)O1 (stereo unspecified)	-6	-0.9	-0.9	3	-15	-1	-22	-10	-0.1
C=C(C)Cn1c(N(CCO)Cc2ccccc2)nc2c1c(=O)[nH]c(=O)n2C	-6	-0.4	-0.9	16	-10	-3	-17	-11	-0.2
CCN1C(=O)CC2(C[N+]3(C)CCC2CC3)C1=O (stereo unspecified)	-6	0.0	-0.1	20	2	0	-15	-13	0.7
Cc1ccc(N(C(C)C(=O)Nc2ccc(S(=O)(=O)N3CCOCC3)cc2)S(C)(=O)=O)cc1 (stereo unspecified)	-16	3.7	0.2	5	-5	-7	-4	-6	0.4
Cc1ccc(C(NC(=O)c2cccc(S(=O)(=O)N3CCN(C)CC3)c2)c2ccccc2)cc1 (stereo unspecified)	-17	2.8	3.1	2	-43	-8	-22	.	0.9
Cc1cc(=O)n2nc(N3CCCC(C(=O)N4CCN(c5ccccc5)CC4)C3)sc2n1 (stereo unspecified)	-7	-1.1	-2.2	12	20	-11	-29	0	2.0
O=C(O)c1cccc(NS(=O)(=O)/C=C/c2ccccc2)c1	0	-0.3	1.3	11	7	-7	11	-6	0.6

No new results follow: an excerpt of the list.
SMILES	CHO-K1 Ca antag	V1aR counter	OXTR ag	M1 PAM parental	TAAR1 antag	OXTR potentiate	CHO parental Ca	GPR7 antag	CHO-K1 Ca ag
CCc1cccc(CC)c1-n1c(SCc2cc(=O)n3ccsc3n2)nnc1-c1cccnc1	-7	1.0	0.1	-12	-1	-9	-8	-18	1.3
O=C(c1cc2c(s1)CCC2)N1CCN(c2ccccc2)CC1	-8	-0.9	-0.3	20	-10	-12	-4	-2	0.5
COc1ccc(NS(=O)(=O)c2cccc(C(=O)N(C)CC(=O)Nc3ccc(C)cc3)c2)cc1	-4	-0.9	-1.3	18	3	-4	-30	.	1.3
N#Cc1ncc(C(F)(F)F)cc1Sc1ccc(N)cc1	2	-1.3	-2.1	-3	11	1	4	4	0.2
